# ROS inducer = raises reactive oxygen species in U2OS cancer cells; U2OS ROS induction, H2DCF-DA fluorescence; ROS induction (% of piperlongumine), % at 10 µM; 46,000 tested, 2% active; in the data active = ROS induction above about 79%, passing the limit was not always enough; inconclusive = no clear call, values can overlap the other calls;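 note: 0% = DMSO vehicle median and 100% = reference compound median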
# * hit, by the source's call; ? = inconclusive. Only part of the results is shown. The share of hits here may be higher or lower than overall.
SMILES,ROS inducer
C[C@H]1CN([C@@H](C)CO)C(=O)Cc2cc(NC(=O)c3ccncc3)ccc2O[C@@H]1CN(C)C(=O)Nc1ccc(F)cc1,-3
C[C@@H]1CN([C@H](C)CO)C(=O)c2cc(NC(=O)Nc3ccc4c(c3)OCO4)ccc2O[C@@H]1CN(C)S(=O)(=O)c1cccs1,6
CCc1ccccc1NC(=O)Cn1nc([N+](=O)[O-])cc1C,-9
COc1ccc(-c2cc(C(F)(F)F)nc(SCCC(=O)N(C)c3ccccc3)n2)cc1,33
CCn1cc(C2=NC(c3ccccc3)CO2)c2ccccc21 (stereo not drawn),4
C[C@@H]1CN([C@H](C)CO)C(=O)Cc2cc(NS(=O)(=O)c3cn(C)cn3)ccc2O[C@@H]1CN(C)S(=O)(=O)c1cccs1,2
Cc1cccc(-n2c(SCC(=O)Nc3ccc(C)cc3Br)nnc2-c2ccncc2)c1,16
O=C(CCn1cccc(C(F)(F)F)c1=O)Sc1ccccc1,-6
C[C@@H]1CN([C@@H](C)CO)C(=O)c2cccc(NS(=O)(=O)c3ccccc3)c2O[C@H]1CN(C)S(=O)(=O)c1ccc(F)cc1,-5
O=C(NCc1cccnc1)/C(=C\c1ccc(Br)cc1)S(=O)(=O)c1ccccc1,-28
NC(=O)c1ccc(-c2nnc(-c3ccccc3)o2)cc1,-10
CCOC(=O)c1[nH]ncc1Sc1ccc(Cl)cc1,-15
CC(C)NC(=O)N(C)C[C@H]1Oc2c(NS(=O)(=O)c3ccc(F)cc3)cccc2C(=O)N([C@H](C)CO)C[C@@H]1C,-5
COc1cc2c(cc1OC)CN(C(=O)CSc1ncnc3sc4c(c13)CCC(C)C4)CC2 (stereo not drawn),1
C[C@H](CO)N1C[C@H](C)[C@H](CN(C)C(=O)Nc2ccc(F)cc2)Oc2c(NC(=O)C3CCCCC3)cccc2C1=O,18
C[C@@H]1CN([C@H](C)CO)C(=O)c2cccc(NS(=O)(=O)c3ccc(Cl)cc3)c2O[C@@H]1CN(C)CC1CCCCC1,-5
CNC[C@@H]1Oc2ncc(-c3cccc(C(F)(F)F)c3)cc2C(=O)N([C@H](C)CO)C[C@@H]1C,28
CN(C)CCCN1C(=O)[C@@]2(Cc3ccccc31)c1ccccc1C(=O)N(C1CCCCC1)[C@H]2c1ccc(CO)cc1,10
C[C@H](CO)N1C[C@H](C)[C@H](CN(C)Cc2ccc(C(F)(F)F)cc2)Oc2ccc(NC(=O)CCC(F)(F)F)cc2CC1=O,4
O=[N+]([O-])c1ccc(O)c(Nc2ncnc3ccccc23)c1,9

# Reprinted at random: five entries already listed.
SMILES,ROS inducer
COc1ccc(-c2cc(C(F)(F)F)nc(SCCC(=O)N(C)c3ccccc3)n2)cc1,33
O=C(NCc1cccnc1)/C(=C\c1ccc(Br)cc1)S(=O)(=O)c1ccccc1,-28
CN(C)CCCN1C(=O)[C@@]2(Cc3ccccc31)c1ccccc1C(=O)N(C1CCCCC1)[C@H]2c1ccc(CO)cc1,10
C[C@@H]1CN([C@@H](C)CO)C(=O)c2cccc(NS(=O)(=O)c3ccccc3)c2O[C@H]1CN(C)S(=O)(=O)c1ccc(F)cc1,-5
CCn1cc(C2=NC(c3ccccc3)CO2)c2ccccc21 (stereo not drawn),4

# Next structures follow.
SMILES,ROS inducer
CCC1CCc2nc3sc(C(=O)Nc4ccccc4C(F)(F)F)c(N)c3cc2C1 (stereo not drawn),-2
CCCN(CCC)S(=O)(=O)c1ccc(C(=O)Nc2cccc(SC)c2)cc1,-3
COc1ccc(/C=C/c2cc(O)cc(O[C@@H]3O[C@H](CO)[C@@H](O)[C@H](O)[C@H]3O)c2)cc1,-5
C[C@H](CO)N1C[C@H](C)[C@H](CN(C)S(C)(=O)=O)Oc2ccc(NS(=O)(=O)c3cccs3)cc2CC1=O,-8
CSc1nn(-c2ccccc2)cc1C(=O)Nc1cccc(C(F)(F)F)c1,15
C[C@@H]1CN([C@H](C)CO)C(=O)c2cccc(NC(=O)Nc3ccc(C(F)(F)F)cc3)c2O[C@@H]1CN(C)Cc1ccccc1,22
C[C@H]1CN([C@@H](C)CO)C(=O)Cc2cc(NC(=O)Cn3cnnn3)ccc2O[C@H]1CN(C)S(=O)(=O)c1ccccc1,6
C[C@H](CO)N1C[C@H](C)[C@H](CN(C)Cc2ccc(Oc3ccccc3)cc2)Oc2ccc(NC(=O)Nc3cccc4ccccc34)cc2CC1=O,-2
C[C@@H]1CN([C@@H](C)CO)C(=O)c2cccc(NC(=O)Nc3ccc(C(F)(F)F)cc3)c2O[C@@H]1CN(C)S(C)(=O)=O,4
Cc1noc(C)c1NC(=O)Nc1cccc2c1O[C@H](CN(C)Cc1ccncc1)[C@@H](C)CN([C@H](C)CO)C2=O,15
CCCCCCCCCCCCCC(=O)N[C@H](C)[C@@H](O)c1ccccc1,13
COc1ccc(S(=O)(=O)N(C)C[C@H]2Oc3ccc(NS(=O)(=O)c4ccc(F)cc4)cc3C(=O)N([C@H](C)CO)C[C@@H]2C)cc1,1
C[C@H](CO)N1C[C@H](C)[C@H](CN(C)C)Oc2ccc(NC(=O)NC3CCCCC3)cc2CC1=O,-16
Cc1noc(C)c1NC(=O)Nc1cccc2c1O[C@@H](CN(C)S(=O)(=O)c1ccc(F)cc1)[C@@H](C)CN([C@H](C)CO)C2=O,-10
C[C@@H]1CN([C@@H](C)CO)C(=O)c2cccc(NC(=O)Nc3ccc(C(F)(F)F)cc3)c2O[C@H]1CN(C)C,4
COc1ccccc1NC(=O)CSc1ncccn1,-1
CCN(CC)C(=O)c1sc(N)c(C#N)c1C,6
COc1cccc(NC(=O)C(C)N(c2cc(C)cc(C)c2)S(C)(=O)=O)c1 (stereo not drawn),2
CS(=O)(=O)N(CC(=O)Nc1ccc(Br)cc1F)c1cccc([N+](=O)[O-])c1,-3
COC(=O)c1sc(N2C(=O)C(=O)C(C(=O)c3ccc(OC)c(C)c3)C2c2ccco2)nc1C (stereo not drawn),4
C[C@H](CO)N1C[C@H](C)[C@@H](CN(C)C(=O)Nc2ccc3c(c2)OCO3)Oc2c(NC(=O)c3ccc(-c4nccs4)cc3)cccc2C1=O,-5
C[C@H](CO)N1C[C@H](C)[C@H](CN(C)S(=O)(=O)c2ccc(F)cc2)Oc2ncc(/C=C/c3ccccc3)cc2C1=O,26
Cc1noc(C)c1S(=O)(=O)Nc1ccc2c(c1)CC(=O)N([C@H](C)CO)C[C@H](C)[C@H](CN(C)Cc1ccc(C(=O)O)cc1)O2,12
C[C@@H]1CN([C@@H](C)CO)C(=O)c2cccc(NC(=O)Nc3ccc(F)cc3)c2O[C@@H]1CN(C)S(=O)(=O)c1ccc(F)cc1,5
O=C(CCCCC(=O)N/N=C/c1c(F)c(F)c(F)c(F)c1F)NO,145*
Cc1ccc(NC(=O)C(C)Sc2n[nH]c(C)n2)cc1 (stereo not drawn),-9
NC(=O)C1CC(=O)N(c2ccc(OCC(=O)Nc3cc(Cl)cc(Cl)c3)cc2)C1 (stereo not drawn),-3
O=C(O)CCCCCCC(=O)N/N=C/c1cccc(Br)c1,4
Cc1[nH]n(-c2nc3ccccc3[nH]2)c(=O)c1C1OC(=O)c2ccccc21 (stereo not drawn),2
CCn1c(SCC(=O)Nc2ccc(Cl)c(Cl)c2)nnc1-c1ccccc1C,-4
C[C@H]1CN([C@@H](C)CO)C(=O)c2cc(NC(=O)CCN3CCOCC3)ccc2O[C@@H]1CN(C)CC1CCCCC1,-19
O=c1cc(C(F)(F)F)nc2c(-c3ccccc3)c(C(F)(F)F)[nH]n12,-11
C[C@H](CO)N1C[C@H](C)[C@H](CN(C)C(=O)NC2CCCCC2)Oc2c(NC(=O)C3CCOCC3)cccc2C1=O,-22
Cc1ccc(S(=O)(=O)N(C)C[C@@H]2Oc3ncc(C#CCN(C)C)cc3C(=O)N([C@H](C)CO)C[C@@H]2C)cc1,-29
C[C@@H]1CN([C@@H](C)CO)C(=O)c2cc(NS(=O)(=O)c3cccs3)ccc2O[C@@H]1CN(C)Cc1ccc(C(F)(F)F)cc1,43
O=C(Oc1ccc(Br)cc1)c1cccnc1,8
CC(=O)c1cccc(NC(=O)CN(C2CCCCC2)S(C)(=O)=O)c1,?
C[C@@H]1CN([C@@H](C)CO)C(=O)CCCn2nncc2CO[C@H]1CN(C)C(=O)c1ccc(N2CCN(C)CC2)cc1,20
COc1ccc(S(=O)(=O)N(C)CC(=O)Nc2cccc(F)c2)cc1Cl,7
COc1ccc(CCNC(=O)c2cnn3ccccc23)c(OC)c1OC,-8

# Another view of part of the listing above.
SMILES	ROS inducer
C[C@@H]1CN([C@@H](C)CO)C(=O)c2cccc(NC(=O)Nc3ccc(F)cc3)c2O[C@@H]1CN(C)S(=O)(=O)c1ccc(F)cc1	5
O=C(CCCCC(=O)N/N=C/c1c(F)c(F)c(F)c(F)c1F)NO	145*
Cc1ccc(NC(=O)C(C)Sc2n[nH]c(C)n2)cc1 (stereo not drawn)	-9
NC(=O)C1CC(=O)N(c2ccc(OCC(=O)Nc3cc(Cl)cc(Cl)c3)cc2)C1 (stereo not drawn)	-3
O=C(O)CCCCCCC(=O)N/N=C/c1cccc(Br)c1	4
Cc1[nH]n(-c2nc3ccccc3[nH]2)c(=O)c1C1OC(=O)c2ccccc21 (stereo not drawn)	2

# The list goes on.
SMILES,ROS inducer
COc1ccc(S(=O)(=O)Nc2ccc3c(c2)CC(=O)N([C@H](C)CO)C[C@H](C)[C@H](CN(C)C(=O)NC2CCCCC2)O3)cc1,13
CS(=O)(=O)N(CC(=O)Nc1ccc(C(F)(F)F)cc1)c1cccc(Br)c1,54
O=C(CSc1nc2sc3c(c2c(=O)[nH]1)CCCC3)Nc1ccccc1F,1
CC(C)NC(=O)Nc1ccc2c(c1)C(=O)N([C@H](C)CO)C[C@H](C)[C@@H](CN(C)S(C)(=O)=O)OCCCC[C@@H](C)O2,-20
O=C(O)c1ccc(Nc2ccnc3cc(Cl)ccc23)cc1,20
COc1ccc(S(=O)(=O)Nc2cccc3c2O[C@H](CN(C)S(C)(=O)=O)[C@H](C)CN([C@@H](C)CO)C3=O)cc1,-6
CCn1c(SCC(=O)c2ccc(Br)cc2)nnc1-c1cccc(N)c1,-1
Cn1c(SCC(=O)Nc2ccc(Oc3ccccc3)cc2)nnc1-c1ccccn1,-1
CC(C)(C)c1ccc(NC(=O)Nc2ccc3c(c2)OCCO3)cc1,-4
C[C@]12CCC(=O)C=C1CC[C@@H]1C2[C@@H](O)C[C@@]2(C)C1CC[C@@H]2C(=O)CO (stereo partly drawn),-6
CC1(C)CC(=O)c2c(O)cc(OCC(=O)c3ccc(-c4ccccc4)cc3)cc2O1,4
c1ccc(Cc2nn3c(C4COc5ccccc5O4)nnc3s2)cc1 (stereo not drawn),-4
CCN(C(=O)c1cc(S(=O)(=O)N2CCc3ccccc32)cn1C)c1ccccc1,-18
COc1ccc(CN(C)C[C@@H]2Oc3c(NC(=O)C4CCOCC4)cccc3C(=O)N([C@H](C)CO)C[C@H]2C)cc1,11
Cc1cc(C)nc(SCC(=O)N2CCN(c3nnc(-c4ccccc4)c4ccccc34)CC2)n1,9
C=C1C(=O)O[C@H]2[C@H]1[C@@H](OC(=O)C(C)CO)C[C@@]1(C)[C@H](O)CCC(=O)[C@H]21 (stereo partly drawn),?
Oc1ccc2ccccc2c1/C=N/N1CCN(Cc2ccccc2)CC1,0
C[C@H](CO)N1C[C@H](C)[C@@H](CN(C)S(=O)(=O)c2cccs2)Oc2ccc(NC(=O)Nc3ccccc3)cc2C1=O,3
NS(=O)(=O)c1ccc(NC(=S)NCCN2CCOCC2)cc1,-10
Cc1noc(C)c1S(=O)(=O)Nc1ccc2c(c1)C(=O)N([C@H](C)CO)C[C@H](C)[C@H](CN(C)Cc1ccc(C(=O)Nc3ccccc3N)cc1)OCCCC[C@@H](C)O2,12
S=C(NCc1ccccc1)NCc1ccccn1,-8
Cc1noc(C)c1S(=O)(=O)N(C)C[C@@H]1Oc2c(NC(=O)c3nc4ccccc4s3)cccc2C(=O)N([C@@H](C)CO)C[C@@H]1C,19
CC1(C)CC[C@]2(C(=O)O[C@@H]3O[C@H](CO)[C@@H](O)[C@H](O)[C@H]3O)CC[C@]3(C)C(=CCC4[C@@]5(C)CC[C@H](O[C@@H]6O[C@H](CO)[C@@H](O)[C@H](O[C@@H]7O[C@H](CO)[C@@H](O)[C@H](O)[C@H]7O)[C@H]6O[C@@H]6O[C@H](CO)[C@H](O)[C@H](O)[C@H]6O)C(C)(C)C5CC[C@]43C)[C@@H]2C1 (stereo partly drawn),-5
CC(C(=O)OCC(=O)n1c2c(c3ccccc31)CCCC2)N1C(=O)c2ccccc2C1=O (stereo not drawn),2
COc1ccc(S(=O)(=O)Nc2cccc3c2O[C@H](CN(C)CC2CCCCC2)[C@@H](C)CN([C@@H](C)CO)C3=O)cc1,6
C[C@H](CO)N1C[C@H](C)[C@H](CN(C)S(=O)(=O)c2cccs2)Oc2c(NC(=O)C3CCOCC3)cccc2C1=O,6
COc1ccc(S(=O)(=O)Nc2ccc3c(c2)CC(=O)N([C@@H](C)CO)C[C@H](C)[C@H](CN(C)C(=O)NC2CCCCC2)O3)cc1,0
C[C@H]1CN([C@@H](C)CO)C(=O)Cc2cc(NS(=O)(=O)c3cccs3)ccc2O[C@@H]1CN(C)C(=O)NC1CCCCC1,1
C[C@@H]1CN([C@H](C)CO)C(=O)c2cccc(NS(=O)(=O)c3ccc(Cl)cc3)c2O[C@H]1CN(C)C(=O)NC1CCCCC1,2
COc1ccc(S(=O)(=O)N(C)C[C@H]2Oc3ccc(NC(=O)Nc4ccc5c(c4)OCO5)cc3C(=O)N([C@H](C)CO)C[C@H]2C)cc1,14
COc1ccc(NC(=O)C(C)N(c2ccc(C)cc2)S(C)(=O)=O)c(OC)c1 (stereo not drawn),5
Cc1ccc(S(=O)(=O)Nc2nc(C)cc(N3N=N3)n2)cc1,0
C[C@@H]1CN([C@@H](C)CO)C(=O)Cc2cc(NC(=O)NC3CCCCC3)ccc2O[C@@H]1CN(C)Cc1ccc(-c2ccccc2)cc1,14
